STAT1 act = increases IFN-gamma driven STAT1 reporter signal | 2.6% of 200,000 active | AID 932 | activation (% of control), % at 5.5 µM | NIH 3T3 STAT1-luciferase reporter, luminescence; 100% = IFN-gamma alone, no compound;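 active means activation above the screen-wide mean activation plus 3 SD, cut at about 130% in these data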;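 further: raw ratio to IFN-gamma control signal so 100% means no change and 0% no light; values of inactives mirror those of a sister screen read the other way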
G6PDH CS = counter-screen for G6PDH assay hits: L. mesenteroides G6PDH inhibition. AID 1020. 0.12% of 200,000 active. Purified L. mesenteroides G6PDH, diaphorase/resazurin coupled fluorescence, 45 min. inhibition, % at 5 µM; in the data active means inhibition above about 50%
STAT3 blocker = reduces IL-6 driven STAT3 reporter signal. 0.89% of 190,000 active. inhibition, % at 5.5 µM. AID 862. U3A cells, IL-6 STAT3-luciferase reporter, luminescence; host cell line lacks STAT1;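 active means inhibition above the mean inhibition across all screened compounds plus 3 SD, cut at about 44% in these data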;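 further: 0% = DMSO only wells and 100% = 100 µM nifuroxazide control wells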
TLR4 MyD88 comp = TLR4-MyD88 interaction inhibition in cells. O00206+Q99836. HeLa CL3-4 TLR4/MyD88 BLA complementation, FRET ratio. inhibition, % at 8.4 µM. 0.18% of 200,000 active. AID 861; in the data active means inhibition above about 25%;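 further: 0% = vehicle and 100% = reference inhibitor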
Target sequence (O00206 whole entry, looked up): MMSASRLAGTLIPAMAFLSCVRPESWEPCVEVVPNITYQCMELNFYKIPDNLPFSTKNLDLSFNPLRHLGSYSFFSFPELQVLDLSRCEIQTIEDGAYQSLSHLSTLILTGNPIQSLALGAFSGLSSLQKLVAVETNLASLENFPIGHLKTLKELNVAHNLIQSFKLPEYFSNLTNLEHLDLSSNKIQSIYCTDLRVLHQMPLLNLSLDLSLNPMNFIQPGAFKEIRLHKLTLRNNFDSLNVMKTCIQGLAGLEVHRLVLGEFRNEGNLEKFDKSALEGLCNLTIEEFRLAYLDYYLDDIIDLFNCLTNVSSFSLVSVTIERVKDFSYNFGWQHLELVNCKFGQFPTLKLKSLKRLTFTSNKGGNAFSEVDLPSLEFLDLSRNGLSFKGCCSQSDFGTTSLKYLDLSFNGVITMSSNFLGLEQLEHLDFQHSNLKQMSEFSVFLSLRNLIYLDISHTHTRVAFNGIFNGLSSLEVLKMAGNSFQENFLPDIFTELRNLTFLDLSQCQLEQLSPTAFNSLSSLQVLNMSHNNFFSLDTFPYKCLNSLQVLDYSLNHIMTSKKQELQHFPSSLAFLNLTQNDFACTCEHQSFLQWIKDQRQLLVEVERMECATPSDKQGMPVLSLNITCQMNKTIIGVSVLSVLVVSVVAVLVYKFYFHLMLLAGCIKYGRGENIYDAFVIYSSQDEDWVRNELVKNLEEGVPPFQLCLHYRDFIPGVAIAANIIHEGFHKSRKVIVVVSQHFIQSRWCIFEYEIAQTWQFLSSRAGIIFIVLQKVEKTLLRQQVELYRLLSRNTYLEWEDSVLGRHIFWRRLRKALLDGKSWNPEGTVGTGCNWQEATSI
Target sequence (Q99836 whole entry, looked up): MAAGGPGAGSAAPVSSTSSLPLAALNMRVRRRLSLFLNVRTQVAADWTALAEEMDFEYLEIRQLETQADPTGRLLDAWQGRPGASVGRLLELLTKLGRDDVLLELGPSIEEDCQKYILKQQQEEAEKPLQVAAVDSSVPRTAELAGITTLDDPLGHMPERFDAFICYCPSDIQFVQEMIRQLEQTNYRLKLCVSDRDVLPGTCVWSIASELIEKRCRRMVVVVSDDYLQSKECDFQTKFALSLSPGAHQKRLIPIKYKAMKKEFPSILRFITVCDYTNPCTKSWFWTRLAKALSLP
Diaph inh CS = inhibits diaphorase or chemically oxidizes, flagging diaphorase assay artifacts | diaphorase resazurin-to-resorufin fluorescence, NADH, 16 min; bacterial (C. kluyveri) enzyme, not human | inhibition, % at 20 µM | 0.69% of 190,000 active;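 active means primary screen inhibition at 20 µM above a set limit, cut at about 50% in these data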;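 further: plate controls were DMSO with full reaction for no effect and wells lacking NADH for full effect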
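System: Bacterial diaphorase enzyme (C. kluyveri) | Incubation: 16-min room-temperature incubation before reading | Benchmarks: No-NADH positive control and DMSO neutral control | Measured by: Resorufin fluorescence 544/590 nm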
STAT3 activator = STAT3 signaling activation. activation (% of control), % at 5.6 µM. U3A cells, IL-6 STAT3-luciferase reporter, luminescence; 100% = signal with IL-6 EC80 alone. 0.91% of 190,000 active;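 active means activation above the screen-wide mean of compound activation plus 3 SD, cut at about 130% in these data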;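 further: 0% = background luminescence of wells with medium and substrate only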
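Material: human U3A cells carrying STAT3-luciferase construct. Measured by: reporter luminescence signal. Timing: compound 1 h, then IL-6 6 h at 37 °C.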
APP 5UTR inh = APP translation inhibition; SH-SY5Y APP 5'UTR-luciferase reporter, luminescence; inhibition, % at 2 µM; 0.82% of 190,000 active; AID 1285;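 active means inhibition above a set limit, derived from the sample mean plus 3 SD, cut at about 45% in these data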; further: values of inactives mirror those of a sister screen read the other way
STAT1 inh = STAT1 signaling inhibition; NIH 3T3 STAT1-luciferase reporter, IFN-gamma, luminescence; inhibition, % at 5.5 µM; 0.35% of 200,000 active; AID 920;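 active means inhibition above a set limit, the mean inhibition across all tested compounds plus 3 SD, cut at about 34% in these data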;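 further: 0% = IFN-gamma with DMSO and 100% = IFN-gamma with 300 µM nifuroxazide; values of inactives mirror those of a sister screen read the other way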
Hsp70 activator = transcriptional activators of Hsp70 | HeLa Hsp70 promoter luciferase reporter, luminescence; scaled: vehicle 0, proteasome-inhibitor control 100% | activation, % at 10 µM | 0.04% of 200,000 active | AID 1203;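 active means activation above the mean across all tested compounds plus 3 SD, cutoff set per campaign, cut at about 5.5% in these data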;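 further: 100% = MG132 at 30 µM as the positive control and 0% = DMSO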
Diaphorase act = activates diaphorase or chemically reduces, flagging diaphorase assay artifacts; Diaphorase/resazurin coupled assay, resorufin fluorescence, 16 min; stronger effect = higher value; 1 = vehicle wells, 0 = NADH-free wells; activation factor at 20 µM; 0.005% of 190,000 active;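 active means diaphorase activity raised at least twofold by the compound at 20 µM; inactive means activation factor below 2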
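Measured by – red resorufin fluorescence at 544/590 nm excitation/emission · Test system – Clostridium kluyveri diaphorase, purified enzyme · Incubation – reaction time 16 min, room temperature · Buffer or medium – 50 mM HEPES pH 7.4 with 4.542 mM MgCl2, 0.005% Tween 20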
Numbers without * were called inactive; · = not tested or not shown; & = joins results of further samples. Compounds as they come; any-hit rate near 6.1%.

The first 2 records, to show the layout:
SMILES	STAT1 act	G6PDH CS	STAT3 blocker	TLR4 MyD88 comp	Diaph inh CS	STAT3 activator	APP 5UTR inh	STAT1 inh	Hsp70 activator	Diaphorase act
COc1ccc(NC(=O)COC(=O)/C=C/c2cnc3ccccc3n2)cc1	96.7	4.7	20.9	-8.4	11.6	86.5	0.8	2.1	0.0	0.9
CCC(C(=O)OCC(=O)Nc1c(Cl)cccc1Cl)c1ccccc1 (centres undefined)	103.4	1.1	-0.5	8.1	11.8	100.7	16.5	-3.8	-0.1	0.9

The listing (from the top)
SMILES	STAT1 act	G6PDH CS	STAT3 blocker	TLR4 MyD88 comp	Diaph inh CS	STAT3 activator	APP 5UTR inh	STAT1 inh	Hsp70 activator	Diaphorase act
COc1ccc(NC(=O)COC(=O)/C=C/c2cnc3ccccc3n2)cc1	96.7	4.7	20.9	-8.4	11.6	86.5	0.8	2.1	0.0	0.9
CCC(C(=O)OCC(=O)Nc1c(Cl)cccc1Cl)c1ccccc1 (centres undefined)	103.4	1.1	-0.5	8.1	11.8	100.7	16.5	-3.8	-0.1	0.9
COC(=O)N/N=C/c1ccccc1	104.7	-1.8	2.6	-5.7	4.4	99.8	-11.3	-5.8	0.0	1
COc1ccc(S(=O)(=O)N[C@@H](CC(C)C)C(=O)O)cc1	112.1	2.5	5.9	11.5	19.1	96.5	0.6	-13.2	0.1	0.8
CN(C)S(=O)(=O)c1cccc(NC(=O)c2ccc(OC(F)(F)F)cc2)c1	103.5	8.5	5.7	-27.3	12.9	93.3	-14.4	-4.0	-0.2	0.9
Cc1ccc(C)c(C(C)NC(=O)CC#N)c1 (centres undefined)	103.9	6.5	2.4	4.6	-10.4	101.4	-16.1	-4.6	0.4	1.1
O=C(NN=C(Cc1ccccc1)Cc1ccccc1)c1ccccc1O	101.1	9.7	6.3	-20.8	0.8	105.3	6.0	-2.0	-0.2	1
c1cncc(C2OCC3(CO2)COC(c2cccnc2)OC3)c1 (centres undefined)	103.1	10.0	10.6	-1.9	-0.5	96.6	-7.4	-4.4	-0.1	1
COC(CNC(=O)Cn1ncc2ccsc2c1=O)OC	103.6	-4.3	4.0	-15.6	9.0	98.0	8.3	-3.9	-0.2	0.9
O=C(Nc1ccc([N+](=O)[O-])c(NC(=O)C2CCCO2)c1)C1CCCO1 (centres undefined)	101.3	1.4	-0.1	-4.4	29.8	102.5	-1.3	-1.5	-0.1	0.7
CCN(CC)S(=O)(=O)c1ccc(N2CCCCC2)c(C(=O)Nc2ccccc2N2CCOCC2)c1	96.2	4.2	-1.9	-3.1	17.2	101.8	-9.0	4.1	-0.5	0.8
COc1cc(SC)ccc1C(=O)Nc1ccccc1	135.3*	6.3	-21.1	-0.4	0.1	122.1	-58.1	-38.2	0.1	1
Cc1cc(Nc2ccccc2)n(-c2ccc(Br)cc2)n1	101.1	4.0	-9.9	-2.7	15.0	113.8	11.8	-1.2	-0.5	0.8
C/C(=C/C(=O)O)C(=O)Nc1cccc(C(F)(F)F)c1	98.9	9.5	6.8	-7.1	2.4	99.6	3.6	-1.0	0.0	1
O=C(CSc1nc(-c2ccc(Cl)cc2)cs1)Nc1cccc([N+](=O)[O-])c1	102.8	-12.1	-1.0	-6.5	0.0	105.9	-9.0	-3.1	-0.2	1
Cn1c(=O)c2c(nc(Oc3ccc(-c4ccccc4)cc3)n2C)n(C)c1=O	101.5	-25.4	2.9	-2.5	16.1	100.7	-0.3	-1.6	0.1	0.8
COc1ccc(CNC(=O)C2CC(c3ccc(F)cc3)=NO2)cc1 (centres undefined)	102.2	0.9	10.5	-10.7	11.7	99.4	1.6	-2.5	-0.5	0.9
COC(=O)c1cccc(NC(=O)CCc2ccccc2)c1	110.4	2.3	-8.0	9.3	2.7	110.5	12.7	-11.8	-0.3	1
C[C@H](NC(N)=O)C(=O)OCC(=O)Nc1ccc(OC(F)F)cc1	100.4	14.2	7.1	-3.4	5.3	99.7	4.4	-1.8	-0.3	0.9
FC(F)(F)c1ccc(-c2noc(CN3CCCN(C4CCCCC4)CC3)n2)cc1	96.7	9.4	5.6	0.2	-3.4	105.6	-5.9	2.7	-0.2	1
COc1ccc(NC(=O)CCN2CCCCC2)cc1	95.4	-0.3	5.7	-12.7	9.6	98.3	15.4	5.0	-0.7	0.9
CNc1nc2sc3c(c2c(=O)n1C)CC(C)(C)SC3	105.3	2.3	17.5	6.3	16.2	89.0	-9.9	-4.2	-0.2	0.8
COc1ccc(S(=O)(=O)Nc2ccc(O)c3ccccc23)cc1	98.6	30.7	-36.6	-1.5	8.1	134.2*	8.8	1.5	-0.1	0.9
CC(=O)Nc1ccc(Cl)cc1C(=O)O	94.2	-5.5	-5.2	6.0	12.3	108.1	7.5	6.3	0.0	0.9
CCCCCCn1c(N)c(C#N)c2ccc([N+](=O)[O-])cc2c1=O	101.3	7.3	1.0	10.2	28.9	104.3	1.7	-1.5	-0.1	0.7
Continued.
SMILES	STAT1 act	G6PDH CS	STAT3 blocker	TLR4 MyD88 comp	Diaph inh CS	STAT3 activator	APP 5UTR inh	STAT1 inh	Hsp70 activator	Diaphorase act
NC(=O)c1cccc(S(=O)(=O)N2CC(c3ccccc3)CC2=O)c1 (centres undefined)	93.7	-0.3	11.6	-4.6	15.6	97.4	3.5	7.0	-0.3	0.8
O=C(Nc1ccc(Cl)cc1)C1CCN(C(=O)NC2CCCCC2)CC1	91.8	9.7	0.1	-2.1	11.1	103.9	-0.6	9.0	-0.3	0.9
O=C(NNc1nc(-c2ccc(Br)cc2)cs1)c1ccco1	126.5	14.8	4.8	-3.7	4.9	99.0	18.2	-31.1	-0.3	1
CC(C)CC1=C/C(=C/c2ccc(-c3ccccc3)o2)C(=O)O1	100.0	-3.0	-15.5	-14.4	5.2	122.8	-7.5	0.0	-0.2	0.9
CCOC(=O)c1ccc(NC(=O)NC(C)C2CCCO2)cc1 (centres undefined)	90.3	0.7	0.6	2.7	1.1	99.4	-8.3	5.3	-0.5	1
Cc1ccc2oc(-c3cccc(NC(=S)NC(=O)c4cccs4)c3)nc2c1	118.1	-22.3	-6.8	-4.7	9.0	101.4	-131.7	-19.8	-0.3	0.9
CCOC(=O)C(NCCc1ccccc1)(NC(=O)CC)C(F)(F)F (centres undefined)	96.2	-2.9	1.6	0.6	3.1	98.8	21.6	4.3	-0.2	1
CCOc1ccccc1CNC(=O)c1cc2oc3ccccc3c2n1CC	101.3	-3.7	-16.3	8.0	22.4	120.7	·	-1.4	-0.3	0.8
Cc1ncc([N+](=O)[O-])n1CCO	95.3	18.1&10.8	-4.6	-4.0	8.9&21.0	106.2	-25.6	5.1	-0.1&0.2	0.9&0.8
CCN(CC)S(=O)(=O)c1ccc(NC(=O)CC(NC(C)=O)c2ccccc2)cc1 (centres undefined)	100.6	2.5	3.6	-2.9	13.4	97.0	4.1	1.3	-0.6	0.9
Cc1cc(C)c(NC(=O)COC(=O)CCc2ccc(S(=O)(=O)N3CCCCC3)cc2)c(C)c1	98.6	13.5	-1.8	4.7	28.6	97.9	-3.6	1.5	-0.4	0.7
C=CCn1c(SCCCc2ccccc2)nc2c1c(=O)[nH]c(=O)n2C	99.7	-17.0	7.6	-5.9	17.7	93.9	-33.4	1.3	-0.3	0.8
O=C(Nc1ccc(OC(F)F)cc1)Nc1cccc(C(F)(F)F)c1	94.5	13.2	13.1	-5.6	14.8	90.4	-0.4	5.9	-0.1	0.9
Cc1cc(Cl)c(OCCCn2cncn2)c(Br)c1	102.6	0.9	13.7	4.2	8.9	90.3	11.7	-2.8	-0.4	0.9
Cc1cc(C)cc(OC(=O)CS(=O)c2ccc(C(F)(F)F)cc2[N+](=O)[O-])c1 (centres undefined)	82.8	-1.5	-23.6	7.3	17.3	123.2	-31.7	18.7	-0.2	0.8
N=c1sccn1CC(=O)Nc1cc(Cl)ccc1Oc1ccccc1	98.3	3.7	4.3	11.0	-1.5	101.4	0.2	1.8	-0.2	1
C=CCNC(=O)c1sccc1Oc1ccc(F)cc1[N+](=O)[O-]	93.2	-0.8	8.5	-5.7	2.9	98.4	5.2	6.0	-0.2	1
COC(=O)c1ccc(CNC(=O)c2ccc(COc3ccccc3)cc2)cc1	94.5	18.8	19.0	-14.2	-1.0	85.5	-8.7	6.2	-0.2	1
Cc1ccc(CN(C(=O)c2cc3ccccc3oc2=O)C2CCS(=O)(=O)C2)cc1 (centres undefined)	111.7	2.3	-12.9	9.5	20.4	113.3	-30.9	-13.1	0.2	0.8
CCn1cc(C(=O)OCC(=O)c2cc(C)n(-c3ccccc3F)c2C)c(=O)c2ccc(C)nc21	100.3	7.3	-2.0	6.0	35.8	101.7	-1.2	-0.3	-0.2	0.6
CC(=O)Nc1ccc(S(=O)(=O)NCCc2csc(C)n2)cc1	97.0	10.3	3.3	-4.7	11.0	99.9	5.1	3.2	-0.3	0.9
O=C(/C=C/c1ccc(OCc2ccccc2)c(OCc2ccccc2)c1)c1cccnc1	101.2	-15.9	-4.4	16.4	-0.1	104.4	11.2	-1.4	-0.4	1
COc1ccc(S(=O)(=O)ON=C2CC(C)(C)N(C(C)=O)C(C)(C)C2)cc1	95.2	6.9	0.2	-2.0	-5.1	101.0	-9.3	3.7	-0.2	1.1
COC(=O)c1ccc(OC)c(CSc2nnc(COc3ccc(Cl)cc3)o2)c1	101.7	-28.5	8.1	2.9	26.3	96.7	-20.7	-1.9	0.0	0.7
O=C(COC(=O)c1ccccc1SCC(=O)NC1CCCCC1)NC1CCCCC1	102.6	4.2	7.8	-2.2	3.2	99.7	-5.0	-2.9	-0.3	1
Cc1ccccc1C(=O)N1CCC(C(N)=O)CC1	98.5	8.1	2.9	-0.8	4.2	102.5	0.1	1.6	-0.1	1
CCC1Sc2ccccc2N(CC(=O)NCCC2=CCCCC2)C1=O (centres undefined)	95.3	2.7	-9.0	4.8	17.2	104.8	1.9	5.0	0.0	0.8
COc1ccc(NC2CS(=O)(=O)CC2NCc2ccco2)cc1 (centres undefined)	99.8	18.8	6.0	-3.6	13.8	98.6	11.5	-1.6	-0.1	0.9
O=C(O)c1cc(Sc2ccc(Br)cc2)nc2ccccc12	96.6	2.3	-3.6	-6.6	4.2	104.8	5.0	3.2	-0.2	1

Single records (already shown):
`O=C(CSc1nc(-c2ccc(Cl)cc2)cs1)Nc1cccc([N+](=O)[O-])c1` reads STAT1 act = 102.8; G6PDH CS = -12.1; STAT3 blocker = -1.0; TLR4 MyD88 comp = -6.5; Diaph inh CS = 0.0; STAT3 activator = 105.9; APP 5UTR inh = -9.0; STAT1 inh = -3.1; Hsp70 activator = -0.2; Diaphorase act = 1
`FC(F)(F)c1ccc(-c2noc(CN3CCCN(C4CCCCC4)CC3)n2)cc1` reads STAT1 act = 96.7; G6PDH CS = 9.4; STAT3 blocker = 5.6; TLR4 MyD88 comp = 0.2; Diaph inh CS = -3.4; STAT3 activator = 105.6; APP 5UTR inh = -5.9; STAT1 inh = 2.7; Hsp70 activator = -0.2; Diaphorase act = 1
